CHRM1 antagonist – antagonists of human M1 muscarinic receptor; P11229; CHO-K1 hM1, Fluo-8 calcium fluorescence, ACh EC80 antagonist; inhibition, % at 3 µM; 360,000 compounds, 1.3% hits; AID 588852;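 active = percent inhibition above its own plate's cutoff, namely the mean of that plate's compound wells plus 3 SD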;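 note: peak over basal fluorescence ratio during 140 s after agonist addition; 0% = ACh EC80 plus DMSO and 100% = DMSO alone without agonist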
Target sequence (P11229 whole entry, looked up): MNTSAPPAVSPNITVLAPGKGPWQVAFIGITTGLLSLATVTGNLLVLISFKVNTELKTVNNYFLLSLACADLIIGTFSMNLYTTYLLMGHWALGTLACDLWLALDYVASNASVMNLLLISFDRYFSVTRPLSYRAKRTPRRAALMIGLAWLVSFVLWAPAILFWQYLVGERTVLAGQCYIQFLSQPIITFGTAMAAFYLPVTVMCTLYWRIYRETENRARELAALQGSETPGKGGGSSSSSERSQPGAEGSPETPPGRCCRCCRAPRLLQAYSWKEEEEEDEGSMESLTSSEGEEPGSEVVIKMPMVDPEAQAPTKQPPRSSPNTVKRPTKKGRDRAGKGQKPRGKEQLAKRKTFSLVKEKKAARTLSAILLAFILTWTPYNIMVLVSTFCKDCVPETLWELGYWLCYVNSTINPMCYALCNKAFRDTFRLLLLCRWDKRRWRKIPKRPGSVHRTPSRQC
TAAR1 agonist – human TAAR1 agonism; Q96RJ0; CHO RD-HGA16 TAAR1, Fluo-8 calcium fluorescence; vehicle wells 0%, saturating PEA agonist 100%; activation, % at 3 µM; 360,000 compounds, 0.99% hits; AID 624467;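 active = activation above the mean activation of all test compounds in the run plus 3 SD, cut at about 38% in these data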
Target sequence (Q96RJ0 whole entry, looked up): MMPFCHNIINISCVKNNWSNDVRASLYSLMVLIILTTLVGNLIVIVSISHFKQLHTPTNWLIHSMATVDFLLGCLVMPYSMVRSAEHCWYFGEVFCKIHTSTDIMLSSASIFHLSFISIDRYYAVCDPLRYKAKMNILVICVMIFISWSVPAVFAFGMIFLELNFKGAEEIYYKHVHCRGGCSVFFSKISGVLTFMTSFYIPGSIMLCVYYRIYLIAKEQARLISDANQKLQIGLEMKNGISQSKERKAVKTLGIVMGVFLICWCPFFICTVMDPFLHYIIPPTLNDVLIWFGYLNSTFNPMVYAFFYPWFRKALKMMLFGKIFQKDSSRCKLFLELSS
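Assay system – CHO-derived RD-HGA16 cells with stable Gα16 and human TAAR1 · Compound dosing – one-point dosing at 3 µM (nominal) · Incubation – 17-24 h seeding, 75 min 37 °C dye, 30 min RT · Measured by – kinetic Fluo-8 calcium fluorescence · Control set – DMSO vehicle as 0%, PEA at EC100 as 100% · Repeats – single well for each compound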
CHO parental Ca – counter-screen for OX1R antagonists: effect in parental CHO cells; inhibition, % at 5.6 µM; parental CHO-K1, ATP-induced calcium, Fluo-8 fluorescence; 330,000 compounds, 0.63% hits;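 active = inhibition above that plate's mean sample inhibition plus 3 SD, cut at about 26% in these data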;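 note: 0% = ATP-challenged DMSO wells and 100% = DMSO wells without ATP; some compounds past the cut are filed as inactive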
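Measured by: calcium-sensitive Fluo-8 fluorescence / Test system: CHO parental line / Controls: ATP-challenged DMSO wells low, unchallenged DMSO wells high / Measure: % inhibition / Compound: single nominal dose of 5.6 µM per compound / Replicates: single well per compound, no replicates / Reagent: ATP as calcium-mobilizing challenge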
CHRM1 agonist – activates human CHRM1 receptor. CHO-K1 hM1, Fluo-8 calcium fluorescence, agonist mode; 0% DMSO, 100% acetylcholine EC100. activation, % at 3 µM. 360,000 compounds, 0.33% hits. AID 588814;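 active = activation above the run's mean compound activation plus 3 SD, cut at about 16% in these data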;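 note: peak over basal fluorescence ratio within a 140 s kinetic read after compound addition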
M1 ag parental – nonselective activator or artifact in parental CHO-K1 cells; 360,000 compounds, 0.48% hits; Fluo-8 calcium fluorescence; scaled to maximal ATP response, vehicle zero; AID 602248; activation, % at 3 µM; in the data active = activation above about 15%;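 note: untransfected CHO-K1 host cells lacking M1 receptor as counterscreen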
CHRM1 PAM – human CHRM1 positive allosteric modulation | 360,000 compounds, 0.088% hits | activation, % at 3 µM | CHO-K1 hM1, Fluo-8 calcium fluorescence, ACh EC20; 0% = ACh EC20, 100% = maximal ACh | AID 588819; in the data active = activation above about 19%, passing the limit was not always enough
CHO-K1 Ca PAM – counter-screen for M1 PAMs: effect in parental CHO-K1 cells; ATP EC20, Fluo-8 calcium fluorescence; 0% at ATP EC20, 100% at ATP max; activation, % at 3 µM; 360,000 compounds, 0.02% hits; AID 602247;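 active = activation above the run cutoff, the mean activation of all test compounds plus 3 SD, cut at about 40% in these data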;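 note: peak over basal fluorescence ratio in a 140 s read after ATP addition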
TAAR1 antag – human TAAR1 antagonism | CHO RD-HGA16 TAAR1, Fluo-8 calcium fluorescence, antagonist | inhibition, % at 3 µM | 360,000 compounds, 1.5% hits | AID 624466;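 active = inhibition above a per-plate cutoff, the mean inhibition of test compounds on that plate plus 3 SD, cut at about 49% in these data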;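 note: 0% = DMSO plus EC80 beta-PEA response and 100% = DMSO alone without agonist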
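test system = CHO RD-HGA16 cells bearing hTAAR1 | replication = singlicate | controls = DMSO-only wells and EC80 β-PEA-stimulated wells | reagent = EC80 β-phenethylamine stimulus | read-out basis = percent inhibition of PEA-evoked calcium signal, max/basal emission ratio | schedule = seeding 17-24 h prior, 75-min 37 °C, 30-min RT dye loading | signal = kinetic Fluo-8 calcium fluorescence measurement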
CHO-K1 Ca antag – nonselective inhibitor or artifact in parental CHO-K1 cells; ATP-induced calcium, Fluo-8 fluorescence; inhibition, % at 3 µM; AID 602250; 360,000 compounds, 0.6% hits;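 active = inhibition above a per-plate cutoff, the plate's mean sample inhibition plus 3 SD, cut at about 24% in these data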;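 note: 0% = DMSO plus EC80 ATP and 100% = DMSO alone without ATP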
The depositor's hits bear a star.

For O=[N+]([O-])c1ccc2oc(C3CCCCC3)nc2c1 the results were CHRM1 antagonist 3, TAAR1 agonist -1, CHO parental Ca 3, CHRM1 agonist -4, M1 ag parental 1.1, CHRM1 PAM 0, CHO-K1 Ca PAM 10, TAAR1 antag -7 and CHO-K1 Ca antag -5.
`Cc1cc(NC(=O)Cn2nnc(-c3ccccc3N)n2)no1` gave CHRM1 antagonist -3, TAAR1 agonist 2, CHO parental Ca -5, CHRM1 agonist -5, M1 ag parental 0.9, CHRM1 PAM 5, CHO-K1 Ca PAM 9, TAAR1 antag 4 and CHO-K1 Ca antag -1.
For O=C(Nc1nccs1)c1cc([N+](=O)[O-])ccc1Cl the results were CHRM1 antagonist -1, TAAR1 agonist 0, CHO parental Ca -6, CHRM1 agonist -1, M1 ag parental 0.0, CHRM1 PAM 2, CHO-K1 Ca PAM -19, TAAR1 antag 9 and CHO-K1 Ca antag 13.
`O=C(c1ccco1)N1CCN=C1SCc1cccnc1` gave CHRM1 antagonist -18, TAAR1 agonist 0, CHO parental Ca -4, CHRM1 agonist -3, M1 ag parental 1.4, CHRM1 PAM 2, CHO-K1 Ca PAM 20, TAAR1 antag 5 and CHO-K1 Ca antag 2.
`Cc1nc(N2CCN(c3ccccn3)CC2)c2c(C)c(C(=O)N3CCN(c4cccc(Cl)c4)CC3)sc2n1` gave CHRM1 antagonist 8, TAAR1 agonist 2, CHO parental Ca -9, CHRM1 agonist -2, M1 ag parental 0.2, CHRM1 PAM -7, CHO-K1 Ca PAM -7, TAAR1 antag 6 and CHO-K1 Ca antag 3.
Screening COc1ccc(C=C2NC(=S)NC2=O)cc1 returned CHRM1 antagonist -10, TAAR1 agonist -1, CHRM1 agonist -2, M1 ag parental -0.8, CHRM1 PAM 3, CHO-K1 Ca PAM 7, TAAR1 antag -18 and CHO-K1 Ca antag -5.
O=C1CC(NCCN2CCOCC2)C(=O)N1Cc1ccc(N2CCCC2=O)cc1 (stereo not drawn) was read as CHRM1 antagonist -20, TAAR1 agonist 12, CHO parental Ca 10, CHRM1 agonist -2, M1 ag parental 0.1, CHRM1 PAM 15, CHO-K1 Ca PAM 20, TAAR1 antag -9 and CHO-K1 Ca antag -10.
O=S(=O)(Nc1ccccc1)C1CCCCC1 was read as CHRM1 antagonist 12, TAAR1 agonist 1, CHRM1 agonist -1, M1 ag parental 2.4, CHRM1 PAM -11, CHO-K1 Ca PAM 0, TAAR1 antag -2 and CHO-K1 Ca antag 0.
`CCn1c(CCCNC(=O)c2cccs2)nc2ccccc21` gave CHRM1 antagonist -15, TAAR1 agonist 2, CHO parental Ca -5, CHRM1 agonist -7, M1 ag parental 1.9, CHRM1 PAM 4, CHO-K1 Ca PAM 17, TAAR1 antag -3 and CHO-K1 Ca antag -3.
COc1cccc(-c2cnc3cccnn23)c1 was read as CHRM1 antagonist 4, TAAR1 agonist -1, CHRM1 agonist -2, M1 ag parental 0.3, CHRM1 PAM -3, CHO-K1 Ca PAM 7, TAAR1 antag 7 and CHO-K1 Ca antag -4.
For O=C1CCCN1CCCNc1ccc2nnc(CCC(=O)N3CCN(c4ccc(F)cc4)CC3)n2n1 the results were CHRM1 antagonist -5, TAAR1 agonist 1, CHO parental Ca -8, CHRM1 agonist -5, M1 ag parental 0.1, CHRM1 PAM 4, CHO-K1 Ca PAM 6, TAAR1 antag -5 and CHO-K1 Ca antag -24.
CCn1c(O)c(C2=NCCCC2)c2ccccc21 was read as CHRM1 antagonist -19, TAAR1 agonist 2, CHO parental Ca -18, CHRM1 agonist -7, M1 ag parental -0.4, CHRM1 PAM 3, CHO-K1 Ca PAM -6, TAAR1 antag 2 and CHO-K1 Ca antag 16.
COc1ccc(NC(=O)c2ccc(COc3ccccc3OC)o2)cc1OC was read as CHRM1 antagonist -22, TAAR1 agonist 12, CHO parental Ca 2, CHRM1 agonist -2, M1 ag parental 2.9, CHRM1 PAM -1, CHO-K1 Ca PAM 17, TAAR1 antag 26 and CHO-K1 Ca antag -5.
Screening Cc1nn(C)cc1/C=N/NC(=O)c1ccco1 returned CHRM1 antagonist -14, TAAR1 agonist 0, CHO parental Ca -5, CHRM1 agonist -2, M1 ag parental 0.1, CHRM1 PAM 12, CHO-K1 Ca PAM 7, TAAR1 antag -2 and CHO-K1 Ca antag -2.
For CCc1nc2ccc(C(=O)N3CCC(O)(Cc4ccccc4)CC3)cn2c1N(C)C(=O)Cc1ccccc1 the results were CHRM1 antagonist -1, TAAR1 agonist 2, CHRM1 agonist -5, M1 ag parental 0.5, CHRM1 PAM 1, CHO-K1 Ca PAM 1, TAAR1 antag -5 and CHO-K1 Ca antag 3.
COCCNC(=O)CSc1nnc(CCCN2C(=O)c3cccc4cccc(c34)C2=O)n1-c1ccccc1 was read as CHRM1 antagonist -9, TAAR1 agonist 10, CHO parental Ca -14, CHRM1 agonist -3, M1 ag parental 1.9, CHRM1 PAM 5, CHO-K1 Ca PAM 3, TAAR1 antag 5 and CHO-K1 Ca antag -3.
Cc1ccc(NC(=O)COC(=O)CCc2c[nH]c3ccccc23)cc1 was read as CHRM1 antagonist -2, TAAR1 agonist 1, CHRM1 agonist -4, M1 ag parental 1.4, CHRM1 PAM 3, CHO-K1 Ca PAM 17, TAAR1 antag -2 and CHO-K1 Ca antag 0.
For CN(Cc1ccccc1F)C(=O)c1ccc(Oc2ccccc2)cc1 the results were CHRM1 antagonist 1, TAAR1 agonist -2, CHO parental Ca 13, CHRM1 agonist -5, M1 ag parental 1.1, CHRM1 PAM -3, CHO-K1 Ca PAM 16, TAAR1 antag 9 and CHO-K1 Ca antag -15.
Screening Cn1c(=O)c2c(ncn2CC(=O)N/N=C/C=C/c2ccccc2)n(C)c1=O returned CHRM1 antagonist -5, TAAR1 agonist 3, CHO parental Ca -4, CHRM1 agonist -6, M1 ag parental 2.9, CHRM1 PAM 7, CHO-K1 Ca PAM 7, TAAR1 antag 7 and CHO-K1 Ca antag -4.
Screening O=[N+]([O-])c1cc(/C=N\Nc2nc(-c3ccccc3)cs2)ccc1O returned CHRM1 antagonist 8, TAAR1 agonist 69*, CHO parental Ca -29, CHRM1 agonist 0, M1 ag parental 3.5, CHRM1 PAM -7, CHO-K1 Ca PAM 20, TAAR1 antag 36 and CHO-K1 Ca antag -1.

Quoted at random: 2 compounds from above, in no set order.
For O=C(Nc1nccs1)c1cc([N+](=O)[O-])ccc1Cl the results were CHRM1 antagonist -1, TAAR1 agonist 0, CHO parental Ca -6, CHRM1 agonist -1, M1 ag parental 0.0, CHRM1 PAM 2, CHO-K1 Ca PAM -19, TAAR1 antag 9 and CHO-K1 Ca antag 13.
For O=C1CCCN1CCCNc1ccc2nnc(CCC(=O)N3CCN(c4ccc(F)cc4)CC3)n2n1 the results were CHRM1 antagonist -5, TAAR1 agonist 1, CHO parental Ca -8, CHRM1 agonist -5, M1 ag parental 0.1, CHRM1 PAM 4, CHO-K1 Ca PAM 6, TAAR1 antag -5 and CHO-K1 Ca antag -24.

Later entries
O=C(Nc1ccc(C(F)(F)F)cc1)C1CCN(S(=O)(=O)c2ccc(N3CCCC3=O)cc2)CC1 was read as CHRM1 antagonist 17, TAAR1 agonist 6, CHO parental Ca -7, CHRM1 agonist 0, M1 ag parental 2.9, CHRM1 PAM -5, CHO-K1 Ca PAM -11, TAAR1 antag 1 and CHO-K1 Ca antag 4.
COc1cccc(S(=O)(=O)NCc2ccc(C(=O)NCc3ccccn3)cc2)c1 was read as CHRM1 antagonist -6, TAAR1 agonist 2, CHRM1 agonist -4, M1 ag parental 0.3, CHRM1 PAM 7, CHO-K1 Ca PAM 4, TAAR1 antag -16 and CHO-K1 Ca antag 4.
Screening Cc1nc2ccc(Cl)cc2n1C returned CHRM1 antagonist -7, TAAR1 agonist 0, CHRM1 agonist -5, M1 ag parental 0.0, CHRM1 PAM 0, CHO-K1 Ca PAM 12, TAAR1 antag -38 and CHO-K1 Ca antag -10.
Screening COc1cccc(CN(C)C(=O)CN2C(=O)NC(c3ccccc3)(c3ccccc3)C2=O)c1OC returned CHRM1 antagonist -4, TAAR1 agonist 24, CHO parental Ca -25, CHRM1 agonist -2, M1 ag parental 0.3, CHRM1 PAM 11, CHO-K1 Ca PAM -13, TAAR1 antag -14 and CHO-K1 Ca antag -4.
For COc1cc(OC)cc(-c2c(-c3cccs3)c3cc(-c4ccc(OC)nc4)ccc3n2C)c1 the results were CHRM1 antagonist 0, TAAR1 agonist 6, CHO parental Ca -8, CHRM1 agonist -3, M1 ag parental 0.4, CHRM1 PAM 6, CHO-K1 Ca PAM 17, TAAR1 antag 0 and CHO-K1 Ca antag -12.
`CCOC(=O)c1c(CN2CCN(Cc3ccccc3)CC2)n(C)c2cc(Br)c(OC)cc12` gave CHRM1 antagonist 0, TAAR1 agonist 4, CHO parental Ca -42, CHRM1 agonist -5, M1 ag parental -0.3, CHRM1 PAM -1, CHO-K1 Ca PAM -1, TAAR1 antag -17 and CHO-K1 Ca antag -7.
`COC(CNC(=O)c1ccc2nc(-c3ccccc3)c(-c3ccccc3)nc2c1)OC` gave CHRM1 antagonist 11, TAAR1 agonist 2, CHO parental Ca -6, CHRM1 agonist -4, M1 ag parental 5.4, CHRM1 PAM 0, CHO-K1 Ca PAM 13, TAAR1 antag 4 and CHO-K1 Ca antag -7.
Screening C[C@H](NC(=O)[C@@H]1Cc2ccccc2CN1)C(=O)Nc1ccc2c(c1)OCCO2 returned CHRM1 antagonist -9, TAAR1 agonist 0, CHO parental Ca -12, CHRM1 agonist -6, M1 ag parental -0.8, CHRM1 PAM 5, CHO-K1 Ca PAM 15, TAAR1 antag -7 and CHO-K1 Ca antag -1.
Screening COc1ccc(CNC(=O)C2=CCN(S(=O)(=O)c3ccc(C)cc3)CC2)cc1 returned CHRM1 antagonist -4, TAAR1 agonist 1, CHO parental Ca -19, CHRM1 agonist -2, M1 ag parental 2.1, CHRM1 PAM 2, CHO-K1 Ca PAM 15, TAAR1 antag -15 and CHO-K1 Ca antag -11.
For Cc1cccc2cc(C#N)c(NCCCn3ccnc3)nc12 the results were CHRM1 antagonist -12, TAAR1 agonist 6, CHO parental Ca 3, CHRM1 agonist -6, M1 ag parental 1.6, CHRM1 PAM 5, CHO-K1 Ca PAM -3, TAAR1 antag -2 and CHO-K1 Ca antag -2.
For Cc1nn(-c2cc(N3CCOCC3)ccc2N)c(=O)c2ccccc12 the results were CHRM1 antagonist 0, TAAR1 agonist 5, CHO parental Ca -5, CHRM1 agonist -1, M1 ag parental -0.3, CHRM1 PAM 0, CHO-K1 Ca PAM -5, TAAR1 antag -19 and CHO-K1 Ca antag 1.
Cc1ccc(CNC(=O)C(NS(=O)(=O)c2ccc3nc(C)sc3c2)C(C)C)cc1 (stereo not drawn) was read as CHRM1 antagonist 12, TAAR1 agonist -2, CHO parental Ca -6, CHRM1 agonist -1, M1 ag parental -0.5, CHRM1 PAM -5, CHO-K1 Ca PAM 12, TAAR1 antag 18 and CHO-K1 Ca antag -6.

Bioassay records: PubChem BioAssay, The Scripps Research Institute Molecular Screening Center
